Screening results: PubChem BioAssay, Sanford-Burnham Center for Chemical Genomics
SENP8 block-1: SENP8 protease inhibition | Q96LD8 | purified SENP8, Z-RLRGG-aminoluciferin cleavage, luminescence | AID 2540 | inhibition, % at 10 µM | 330,000 tested, 1.2% active; in the data active = inhibition above about 50%
SENP8 block-2: blocks human SENP8 cleavage of Nedd8 substrate; Q96LD8; recombinant SENP8, Nedd8 substrate fluorescence; inhibition, % at 20 µM; 360,000 tested, 0.64% active; AID 602440; in the data active = inhibition mostly above about 40%, no sharp cut-off; inactive = mostly below about 27%
SENP7 block: SENP7 protease inhibition. recombinant SENP7, Z-RLRGG-aminoluciferin luminescence, 40 min. inhibition, % at 5 µM. 330,000 tested, 1.5% active. AID 434973;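 active = inhibition above about 50% at the single test dose, limit read from the data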;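 also: plate controls were DMSO with enzyme for no effect and no enzyme buffer wells for full effect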
SENP1 FRET inh: blocks the human SENP1 SUMO protease catalytic domain; Q9P0U3; recombinant SENP1 catalytic domain, CyPet-SUMO1-YPet FRET cleavage; inhibition, % at 10 µM; 360,000 tested, 0.21% active; AID 624204;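 active = inhibition at least 30% at 10 µM, raw YFP signal under a set limit, fluorescence ratio 0.5 to 1.5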;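 also: 0% = enzyme with DMSO and 100% = no enzyme wells; some results filed as inactive read as strong as hits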
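Assay system – human recombinant His6-tagged SENP1 catalytic domain enzyme · Input – SENP1 enzyme, 20 pM final · Buffer or medium – Tris pH 8 buffer plus EDTA, NaCl, BME, BSA, NP40, catalase · Schedule – 50 min reaction at room temperature · Technique – FRET read of cyan and yellow fluorescence · Control set – no-enzyme wells low, DMSO-plus-enzyme wells high control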
Apaf1 inhib: inhibitors of human Apaf-1 apoptosome | reconstituted apoptosome caspase-3 activity, DEVD-Rh110 fluorescence | inhibition, % at 20 µM | 330,000 tested, 0.71% active | AID 489030; active = inhibition of at least 40% at 20 µM;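 also: plate controls were DMSO wells for no effect and DEVD-CHO caspase inhibitor wells for full effect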
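Material: cell-free apoptosome with Apaf-1, procaspase-3 and caspase-9; Buffer or medium: Hepes pH 7.5 with detergent and BSA; Reagent: cytochrome c trigger plus (Z-DEVD)2-Rh110 caspase-3 substrate; Times: compound with Apaf-1, dATP, procaspase-3 30 min, then 50 min reaction, room temperature; Technique: Rh110 fluorescence intensity.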
SENP6 inh: inhibitors of human SENP6 protease; Q9GZR1; Recombinant SENP6 catalytic domain, aminoluciferin luminescence; inhibition, % at 10 µM; 330,000 tested, 1.8% active;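 active = inhibition above about 50% at the single tested dose, limit read from the data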;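 also: plate controls were DMSO wells with enzyme for no effect and DMSO wells lacking enzyme for full effect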
PfGluPho inh: PfG6PD (Plasmodium falciparum) enzyme inhibition | PfGluPho enzyme, NADPH resazurin-diaphorase fluorescence | inhibition, % at 20 µM | 350,000 tested, 0.78% active | AID 504690;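 active = inhibition reaching at least a set limit at 20 µM in the primary screen, cut at about 59% in these data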;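 also: 0% = DMSO wells with substrate and 100% = DMSO wells lacking glucose-6-phosphate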
HKDC1 inhibitor: blocks human hexokinase HKDC1 activity; Q2TB90; recombinant HKDC1, G6PDH/diaphorase resazurin coupled fluorescence; inhibition, % at 20 µM; 340,000 tested, 0.16% active; AID 493160;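 active = inhibition above about 35% when tested at 20 µM, limit read from the data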;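 also: plate controls were DMSO wells with enzyme for no effect and DMSO wells lacking enzyme for full effect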
Target sequence (Q2TB90 whole entry, looked up): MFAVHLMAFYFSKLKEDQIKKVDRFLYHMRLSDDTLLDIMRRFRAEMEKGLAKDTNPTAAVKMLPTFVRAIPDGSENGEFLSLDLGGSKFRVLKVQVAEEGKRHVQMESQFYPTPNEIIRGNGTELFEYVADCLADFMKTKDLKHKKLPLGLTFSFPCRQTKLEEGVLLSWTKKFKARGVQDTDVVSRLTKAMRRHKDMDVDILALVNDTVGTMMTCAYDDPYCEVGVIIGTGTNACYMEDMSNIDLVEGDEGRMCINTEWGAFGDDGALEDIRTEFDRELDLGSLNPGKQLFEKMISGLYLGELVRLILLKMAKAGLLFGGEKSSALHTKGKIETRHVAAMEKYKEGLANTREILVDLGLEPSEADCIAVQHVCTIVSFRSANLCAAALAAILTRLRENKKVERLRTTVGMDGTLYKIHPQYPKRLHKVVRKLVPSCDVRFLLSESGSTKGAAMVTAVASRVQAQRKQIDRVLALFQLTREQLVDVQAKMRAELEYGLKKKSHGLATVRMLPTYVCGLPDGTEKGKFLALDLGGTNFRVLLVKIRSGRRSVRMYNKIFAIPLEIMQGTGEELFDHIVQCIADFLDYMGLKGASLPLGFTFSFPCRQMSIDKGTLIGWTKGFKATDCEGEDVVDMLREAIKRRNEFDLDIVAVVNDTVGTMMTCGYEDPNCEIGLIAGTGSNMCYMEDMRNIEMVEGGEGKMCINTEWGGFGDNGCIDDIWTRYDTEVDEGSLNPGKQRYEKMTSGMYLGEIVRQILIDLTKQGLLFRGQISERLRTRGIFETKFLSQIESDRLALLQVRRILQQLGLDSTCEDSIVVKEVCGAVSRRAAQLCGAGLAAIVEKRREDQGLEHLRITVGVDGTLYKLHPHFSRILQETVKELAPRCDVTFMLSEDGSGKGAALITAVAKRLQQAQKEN
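Test system: recombinant HKDC1 (HK5) hexokinase enzyme, produced in-house / Doses: 20 µM test compound, 1% DMSO / Timing: 90 min, room temperature / Detection: G6PDH/diaphorase-coupled fluorescence, 1 mM NADP, 100 µM resazurin, 525/613 nm / Control set: DMSO wells with and without enzyme mix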
NALP3 yeast inh: inhibitors of NALP3 inflammasome in yeast; Yeast reconstituted NLRP3/ASC/caspase-1, beta-gal luminescence, 24 h; AID 2825; 330,000 tested, 0.39% active; inhibition, % at 10 µM;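 active = inhibition of 50% or more; inactive = inhibition below 50%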;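 also: plate controls were induced DMSO wells for no effect and uninduced yeast grown without galactose for full effect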
Active calls of the source: *; . = not tested or not shown.

SMILES	SENP8 block-1	SENP8 block-2	SENP7 block	SENP1 FRET inh	Apaf1 inhib	SENP6 inh	PfGluPho inh	HKDC1 inhibitor	NALP3 yeast inh
Cc1ccc(S(=O)(=O)CCC(=O)Nc2nccs2)cc1	1	14	-2	1	-5	-1	-9	-6	8
CCN(CC)c1cccc(OCC(=O)N2c3ccccc3CC2C)c1 (stereo not given)	-3	-32	2	-7	11	2	18	1	16
O=C(CCC(=O)N(CC(=O)NC1CCCC1)C1CCCCC1)Nc1ccccn1	-4	2	1	-1	-3	-6	10	-13	2
CC1CC(C)CN(CCCNC(=O)c2ccc3nc(N4CCCCC4)sc3c2)C1 (stereo not given)	1	10	2	2	15	-5	-4	-4	18
COc1ccc(/C=C2\Oc3cc(OCC(N)=O)ccc3C2=O)cc1OC	-4	-279	1	-28	-3	9	-23	5	-11
CN(C)/N=C/c1cn(-c2ccccc2)nc1-c1cccnc1	1	5	5	1	1	-10	-2	-9	36
COc1cccc(C(=O)Nc2c3c(nn2-c2cccc(C)c2C)CS(=O)(=O)C3)c1OC	-1	-1	4	0	3	2	8	-8	22
COCCn1c(SCC(=O)N2CCCc3ccccc32)nnc1-c1ccco1	-1	5	-7	2	11	-13	4	5	12
O=C1Cc2cc(S(=O)(=O)Nc3ccc(N4CCOCC4)cc3)ccc2N1	-11	2	-3	3	2	-11	7	3	8
Cc1nc2ccc(S(=O)(=O)N(C)CC(=O)NCc3ccc4c(c3)OCO4)cc2s1	-5	21	-1	3	0	-3	-29	-4	22
COc1ccccc1NS(=O)(=O)c1cc(C(=O)NCCC(C)C)ccc1F	-15	4	-10	2	11	-5	-13	0	9
COc1ccc(NC(=O)NNC(=O)COc2ccc3cc(Br)ccc3c2)cc1	-15	1	-9	1	8	-23	19	-8	10
CC(C)(C)c1csc(Sc2ncccc2[N+](=O)[O-])n1	1	23	-4	0	-7	0	-12	5	40
O=C(NNS(=O)(=O)c1ccccc1)C1CC(c2cccnc2)=NO1 (stereo not given)	0	13	1	2	-4	-2	5	1	-4
COc1ccc(NS(=O)(=O)c2cc(NC(=O)c3ccc(Cl)cc3)ccc2N2CCOCC2)cc1	-11	-9	-7	1	16	-4	20	-2	15
Brc1ccccc1Cn1c(-c2cncs2)nc2ccccc21	4	-6	-2	1	8	-3	-20	5	-28
CCOc1ccccc1OCCOc1ccc(F)cc1	-9	9	-9	1	14	-15	-6	-1	13
COc1ccc(Cl)cc1NC(=O)CN(C)C(=O)Cc1n[nH]c(=O)c2ccccc12	14	14	-4	-1	-1	-20	13	-1	-4
O=C(CSc1nnc(-c2ccccn2)n1Cc1ccccc1)Nc1ccc2c(c1)OCO2	-8	4	-9	1	6	-9	3	-2	1
O=C(COC(=O)c1ccc([N+](=O)[O-])cc1)NCCC1=CCCCC1	-5	13	-4	2	-2	-2	-3	0	15
CCN(C(=O)COC(=O)c1ccco1)c1c(N)n(Cc2ccccc2)c(=O)[nH]c1=O	6	7	1	-1	0	5	-1	-7	8
COC(=O)NC(NC(=S)Nc1cccc(C)c1)C(Cl)(Cl)Cl (stereo not given)	1	11	8	-1	0	26	16	-10	4
CCN(C1CCS(=O)(=O)C1)S(=O)(=O)c1cc(C)ccc1C (stereo not given)	-15	-6	11	2	-2	-9	-11	3	6
COC(=O)c1ccccc1NC(=O)CN(c1c(C)cccc1C)S(C)(=O)=O	-8	-10	1	0	7	7	2	-4	15
COc1cccc(CNC(=O)C2CCN(c3cnccn3)CC2)c1	4	-220	3	2	11	0	11	4	6
Fc1cccc(/C=N/Nc2ccccn2)c1	55*	8	74*	-1	-1	43	10	-4	-20
O=C(CCNC(=O)c1ccco1)NC(Cc1c[nH]c2ccccc12)C(=O)O (stereo not given)	-6	14	1	-1	-1	2	-1	-6	15
O=C(O)CC(NC(=O)C12CC3CC(CC(C3)C1)C2)c1cccc([N+](=O)[O-])c1 (stereo not given)	0	14	-4	4	0	-16	3	-13	4
O=C(Cn1nnc(-c2ccccc2)n1)NCc1ccc2c(c1)OCO2	-4	18	-9	1	2	4	17	-6	12
Nc1ccc(C#Cc2ccc3sc4ccccc4c(=O)c3c2)cc1	2	-35	11	-3	20	38	13	1	31

Taken from above (3 entries):
SMILES	SENP8 block-1	SENP8 block-2	SENP7 block	SENP1 FRET inh	Apaf1 inhib	SENP6 inh	PfGluPho inh	HKDC1 inhibitor	NALP3 yeast inh
O=C(CSc1nnc(-c2ccccn2)n1Cc1ccccc1)Nc1ccc2c(c1)OCO2	-8	4	-9	1	6	-9	3	-2	1
O=C(COC(=O)c1ccc([N+](=O)[O-])cc1)NCCC1=CCCCC1	-5	13	-4	2	-2	-2	-3	0	15
CCN(C(=O)COC(=O)c1ccco1)c1c(N)n(Cc2ccccc2)c(=O)[nH]c1=O	6	7	1	-1	0	5	-1	-7	8

(listing goes on)
SMILES	SENP8 block-1	SENP8 block-2	SENP7 block	SENP1 FRET inh	Apaf1 inhib	SENP6 inh	PfGluPho inh	HKDC1 inhibitor	NALP3 yeast inh
CC(=O)N(CCN1CCOCC1)Cc1cc2cc3c(cc2nc1Cl)OCO3	2	-3	2	1	-7	11	-6	4	-3
CCOC(=O)C1(CC2CCCCO2)CCN(Cc2ccccc2-c2ccco2)CC1 (stereo not given)	-3	4	2	-8	-10	-5	-3	2	12
O=C(CSc1nc2nc(-c3cccs3)cc(C(F)(F)F)c2c(=O)[nH]1)Nc1c(F)c(F)c(F)c(F)c1F	6	-432	2	-39	0	-21	-48	2	9
O=C1NC[C@H](c2ccccc2)N(CCc2cc(C(F)(F)F)cc(C(F)(F)F)c2)C1=O	2	17	-5	3	13	-12	6	1	14
N#Cc1nc(Cc2cccc3ccccc23)oc1N1CCOCC1	-3	12	-4	1	-4	6	4	-5	15
COc1ccc(OCc2cccc(C(=O)Nc3ccc(CN4CCCCC4)cc3)c2)cc1	-10	17	0	2	10	-23	-6	-4	18
Nc1n[nH]c(N)c1N=Nc1ccccc1	-2	27	4	2	-1	-5	-4	-8	-5
COc1ccccc1NC(=O)COC(=O)COc1ccccc1F	-14	18	-4	3	8	-10	6	-5	11
O=[N+]([O-])c1ccc(S(=O)(=O)NCCc2cn3ccccc3n2)cc1	2	3	-14	1	0	9	-16	-2	18
CCOC(=O)c1ccc2c(c1)nc(SC/C(O)=C(\C#N)c1nc3ccccc3[nH]1)n2CC	-1	-180	1	-87	19	-2	4	-2	9
O=C(Cn1nc(-c2ccccc2)nc1-c1ccccc1)N1CCOCC1	-3	18	8	-1	3	11	-12	-2	15
CS(=O)(=O)N1CCN(C(=S)NCc2ccc(F)cc2)CC1	2	21	-1	3	2	13	-3	-8	19
CCOc1ccc(CC(C(N)=O)C(N)=O)cc1CN(C)C	-4	11	-7	1	-16	-9	-28	-3	13
CC[C@@H]1C(=O)[C@H](Cc2ccccc2)[C@H]2CCCC(=O)N3CC[C@@H]1[C@@H]23	.	13	.	3	.	.	4	-3	.
Cc1ccccc1/C=N/n1c(-c2cc(-c3ccccc3)n[nH]2)n[nH]c1=S	-9	12	-13	0	18	-5	32	-2	-3
COCCCN1C(=O)c2ccc(C(=O)O)cc2C1=O	-8	6	0	3	-7	-2	-1	6	-1
CCOc1cc2c(Cl)ncnc2c(OCC)c1OCC	-2	14	2	1	2	-3	-19	5	10
O=C1OCC(c2ccc(Cl)s2)=C1c1ccccc1[N+](=O)[O-]	-3	13	0	1	6	2	22	-3	15
Cc1ccc(N2C(=O)[C@@H]3[C@H](C2=O)C2c4ccccc4C=CN2[C@@H]3C(=O)c2ccco2)cc1 (stereo not given in full)	.	49*	.	-25	.	.	-8	7	.
COc1ccccc1NC(=O)C(=O)NCCCN1CCCC1=O	0	10	2	1	2	-1	-14	0	20
CC(C)CCOc1cccc(OCC(=O)NC2CCS(=O)(=O)C2)c1 (stereo not given)	-2	25	1	0	-4	5	6	0	5
CC(=O)c1cccc(NC(=O)c2ccccc2OCc2ccc(F)cc2)c1	8	12	-7	0	11	-1	5	-7	30
CCOc1ccccc1-n1c(SCC(=O)N2CCOCC2)nnc1-c1ccccn1	-10	19	-2	1	4	-11	5	1	14
Cc1ccc2[nH]cc(CCNS(=O)(=O)c3ccc(F)cc3)c2c1	-7	14	-2	2	10	10	-16	3	28
CCCCCC(C)NC(=S)NC(=O)c1cc(S(=O)(=O)N2CCOCC2)ccc1C (stereo not given)	-3	-1	1	0	24	5	16	-2	11
COc1cc(NC(=O)CCCNC(=O)c2ccc(Cl)cc2)cc(OC)c1	-3	8	-4	0	1	-7	12	-2	23

Reformatted with values under each structure: entries from further up
Results follow in this order: SENP8 block-1	SENP8 block-2	SENP7 block	SENP1 FRET inh	Apaf1 inhib	SENP6 inh	PfGluPho inh	HKDC1 inhibitor	NALP3 yeast inh
> Cc1ccc2[nH]cc(CCNS(=O)(=O)c3ccc(F)cc3)c2c1
→ -7	14	-2	2	10	10	-16	3	28
> CCOc1cc2c(Cl)ncnc2c(OCC)c1OCC
→ -2	14	2	1	2	-3	-19	5	10
> CCOc1ccccc1-n1c(SCC(=O)N2CCOCC2)nnc1-c1ccccn1
→ -10	19	-2	1	4	-11	5	1	14
